# Source: PubChem (National Center for Advancing Translational Sciences (NCATS))
# TSG101-PTAP inh: blocks PTAP/TSG101 interaction to inhibit HIV-1 budding | Q99816 | Fluorescence polarization, FITC-PTAP peptide / Tsg101 binding | Potency, µM (series often up to 115 µM), for the others: top-dose activity change, negative = inhibition, actives largely listed as inhibitors | 340,000 tested, under 10 active; active = well fitted inhibition curve with a large enough effect in the main read-out, with a control signal flat, not every such curve was filed as active; inconclusive = small, poorly fitted or top-dose-only effect, or effect the other way, or a change in a side signal; inactive = no such curve, though single readings can be large or run the other way; note: potency is the fitted concentration of half-maximal effect; % of control where 0% means no effect
# Target sequence (Q99816 whole entry, looked up): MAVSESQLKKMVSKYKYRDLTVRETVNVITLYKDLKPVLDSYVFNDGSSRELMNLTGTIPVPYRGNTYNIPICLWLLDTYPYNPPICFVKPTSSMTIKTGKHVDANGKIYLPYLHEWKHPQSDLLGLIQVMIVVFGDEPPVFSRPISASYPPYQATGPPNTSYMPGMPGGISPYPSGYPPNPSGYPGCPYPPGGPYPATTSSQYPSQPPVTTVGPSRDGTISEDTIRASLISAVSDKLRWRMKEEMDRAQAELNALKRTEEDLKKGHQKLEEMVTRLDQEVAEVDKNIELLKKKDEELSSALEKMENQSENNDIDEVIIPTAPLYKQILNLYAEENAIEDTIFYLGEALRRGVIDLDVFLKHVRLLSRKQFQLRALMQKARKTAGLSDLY
#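 Steps: Tsg101 binding domain dispensed (10 uM final), compounds pinned in DMSO, FITC-labeled PTAP-motif peptide added (50 nM final); after 20 min binding at room temperature, polarization measured.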
# Eya2 inh: inhibitors of human Eya2 phosphatase activity; Potency, µM (top dose mostly 76.9 µM), without a hit: top-dose activity, negative = inhibition, hits mostly inhibitors; 330,000 compounds, 0.006% hits; O00167; recombinant Eya2, OMFP fluorescence dephosphorylation (OMFP is methylfluorescein phosphate); note: potency is the fitted concentration of half-maximal effect; % is set by controls: 0 for no effect and ±100 for the full control effect
#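 Eya2 (0.2 uM) preincubated 10 min at ambient with compound, then OMFP substrate added at 50 uM; 10 min reaction in 50 mM HEPES pH 7.5, 50 mM NaCl, 5 uM MgCl2, 0.05% BSA, 1 mM DTT. Fluorescence read at Ex 485/Em 525 nm.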
# USP2a block: inhibitors of human ubiquitin-specific protease USP2a | Potency, µM (series often up to 38.3 µM), for inactives: at the top dose activity change, negative = inhibition, hits mostly inhibitors | O75604 | 330,000 compounds, 0.01% hits | USP2 core, Ub-CHOP2 coupled fluorogenic reporter, 485/531;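 note: potency is the fitted concentration of half-maximal effect; plate controls were DMSO wells for no effect and full inhibition by NEM control for full effect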
# Target sequence (O75604 whole entry, looked up): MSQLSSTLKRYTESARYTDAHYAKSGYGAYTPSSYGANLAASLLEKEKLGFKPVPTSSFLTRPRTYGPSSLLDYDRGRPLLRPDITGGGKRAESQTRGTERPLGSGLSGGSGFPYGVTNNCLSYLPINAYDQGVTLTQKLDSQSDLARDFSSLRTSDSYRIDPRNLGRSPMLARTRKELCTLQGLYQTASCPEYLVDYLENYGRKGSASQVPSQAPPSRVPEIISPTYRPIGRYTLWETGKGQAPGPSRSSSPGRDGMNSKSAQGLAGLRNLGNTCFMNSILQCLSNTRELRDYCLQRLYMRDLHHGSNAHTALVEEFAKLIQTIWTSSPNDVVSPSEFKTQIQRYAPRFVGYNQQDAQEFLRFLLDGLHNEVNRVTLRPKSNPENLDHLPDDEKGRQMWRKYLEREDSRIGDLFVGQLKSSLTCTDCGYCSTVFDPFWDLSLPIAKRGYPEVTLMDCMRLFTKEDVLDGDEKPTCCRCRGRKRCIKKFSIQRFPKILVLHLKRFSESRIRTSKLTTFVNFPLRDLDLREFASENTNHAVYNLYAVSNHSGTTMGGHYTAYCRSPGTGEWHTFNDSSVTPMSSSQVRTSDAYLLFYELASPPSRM
#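 Cell-free coupled assay: 10nM USP2 core preincubated 30min RT with compound in Tris-HCl pH 8.0/CaCl2/CHAPS buffer, then 25nM Ub-CHOP2 and 25nM reporter substrate; fluorescence (Ex 485/Em 531) read after 60min RT, normalized to NEM inhibition, concentration-response curves fitted.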
# Integrin act MD: integrin-mediated muscular dystrophy alleviation activation; alpha7betagal myoblasts, beta-gal FDG fluorescence, 48 h; Potency, µM (titrated, usually from 38.3 µM), for inactives: top-dose activation, usual class: activators; 350,000 compounds, 0.064% hits;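 note: potency is the fitted concentration of half-maximal effect; 100% = response of the positive control SU9516; nearly all actives have a fitted effect of over 60% in size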
#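 alpha7betagal+/- myoblasts (passage 13, 250/well) treated 48 h at 37C with compounds at 1:260 dilution of DMSO stock. Lysed, then beta-galactosidase activity read as FDG fluorescence (ex 480/em 540) after 30 min, with pre-read for autofluorescence.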
# TRPV1 ag: agonists of human vanilloid receptor 1 (TRPV1); Q8NER1; TRPV1-expressing cells, Fluo-8 calcium influx, agonist mode; activation, % at 8.33 µM; 320,000 compounds, 0.19% hits; AID 540275; in the data active = activation above about 80%; inconclusive = between about 30% and that limit; note: 0% is about no effect
#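 Fluo-8 calcium influx in TRPV1-expressing cells, kinetic read (ex 480/em 520 nm). Compound added and read 3 min for agonist activity, followed by capsaicin at EC20 final and 2 min further read for enhancement.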
# ELG1 genotoxic: induces genotoxicity in HEK293T cells with luciferase-tagged ELG1 | 330,000 compounds, 1.3% hits | Potency, µM (titrated, usually from 46 µM), for the others: top-dose activity change, positive = activation, hits mostly activators | HEK293T ELG1-luciferase reporter, luminescence, 16 h | AID 504466; note: potency is the fitted concentration of half-maximal effect; % of control where 0% means no effect; nearly all actives have a fitted effect of over 60% in size
#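 ELG1-luciferase HEK293T cells, 2,000/well; compound pinned in; 16 hr, 37 °C, 5% CO2; ONE-Glo, 30 min RT; luminescence on CCD imager.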
# p53 reactivator: mutant p53 re-activation in reporter cells. 320,000 compounds, 0.063% hits. H1299 p53-A138V BP100-luciferase reporter, luminescence, 24 h. Potency, µM (top dose mostly 92.2 µM), inactives show at the highest dose activity change, positive = activation, hits mostly activators; note: potency is the fitted concentration of half-maximal effect; % of control where 0% means no effect; nearly all actives have a fitted effect of over 45% in size
#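 p53-null H1299 cells stably carrying temperature-sensitive p53-A138V and a BP100-luciferase reporter were pinned with compounds (4-point, 1:5 series) and held 24 hrs at 37 deg C. Luminescence was read 10 min after detection reagent.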
# BRCA1 expr act: BRCA1 expression activation | MCF7-BRCA1-FFLuc reporter, luminescence, 48 h; response scale: scaled: vehicle 0%, 10 µM genistein 100% | Potency, µM (doses to about 46.1 µM), inactives show at the top dose activation, most hits filed as activators | 380,000 compounds, 1.1% hits | AID 624202; note: potency is the fitted concentration of half-maximal effect; nearly all actives have a fitted effect of over 80% in size; some results filed as inactive show a strong effect at the top dose
#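 Activators of BRCA1 expression were detected as increased firefly luciferase luminescence in engineered MCF7 cells after 48 h compound incubation. Signals were scaled to genistein 10 microM as full activation.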
# uPA generation: inhibitors of cell surface uPA generation | cell surface uPA generation assay, qHTS | Potency, µM (top dose mostly 38.3 µM), inactives show at the top dose activity change, negative = inhibition, hits mostly inhibitors | 330,000 compounds, 0.31% hits | AID 540303; active = well fitted inhibition curve with a large enough effect; inconclusive = small, poorly fitted or top-dose-only effect; inactive = no such curve, though single readings can be large or run the other way; tested in mouse RAW 264.7 cells; note: potency is the fitted concentration of half-maximal effect; % is set by controls: 0 for no effect and ±100 for the full control effect; nearly all actives have a fitted effect of over 55% in size
# B2AR arrestin: agonists driving beta-arrestin recruitment to human beta2-adrenergic receptor; Potency, µM (series often up to 46.1 µM), for inactives: top-dose activation, most hits filed as activators; P07550; 330,000 compounds, 0.02% hits; beta-arrestin recruitment to beta2AR, cell-based reporter;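 note: potency is the fitted concentration of half-maximal effect; 0% = DMSO controls and full agonism = EC100 isoproterenol or metaproterenol; nearly all actives have a fitted effect of over 65% in size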
# ASM inhibitor: inhibitors of human secretory acid sphingomyelinase. placental ASM, HMU-PC fluorogenic substrate, 60 min. P17405. AID 504937. Potency, µM (doses to about 57.5 µM), without a hit: top-dose activity change, negative = inhibition, hits mostly inhibitors. 340,000 compounds, 0.006% hits; note: potency is the fitted concentration of half-maximal effect
#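 Fluorescence read-out (Ex 386 nm, Em 447 nm) after stopping the reaction at pH 10. Enzyme: ASM from human placenta; substrate HMU-PC0, 9 uM final; 60 min, 37 °C. Compound preincubation 10 min, ambient temperature.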
# * marks the source's active call; other numbers are inactive results; ? = inconclusive; nt = not tested or not shown; [ ] = dose if it differs, or a comment. Unless noted, calls come from the whole dose curve; as a rule, active = well fitted curve in the direction sought with a large enough effect; inconclusive = small, poorly fitted or top-dose-only effect, or another doubt; inactive = no such curve, though single readings can be large; an effect the other way counts as inactive or inconclusive. Rows were taken by chance; 2.6% or so of the library scored in one or more.
SMILES,TSG101-PTAP inh,Eya2 inh,USP2a block,Integrin act MD,TRPV1 ag,ELG1 genotoxic,p53 reactivator,BRCA1 expr act,uPA generation,B2AR arrestin,ASM inhibitor
COc1cc(/C=C2/C(=O)ON=C2C)ccc1OCc1cccc(F)c1,-3.5%,-0.3%,1.3%,1.1%,1.8,?,18.0%,?,-14.1%,-0.1%,-1.4%
COc1cccc(CNC(=O)c2ccccc2NC(=O)C2=C(C)OCCS2)c1OC,-2.0%,-2.9%,-2.3%,-19.8%,0.6,-10.6%,-3.4%,-11.3%,7.5%,-0.5%,1.8%
O=C(COC(=O)CCc1ccccc1)NCc1ccccc1,-2.5%,-1.8%,1.5%,3.7%,23.0,-0.3%,6.3%,7.5%,-2.5%,-3.3%,4.7%
COc1ccc(OC)c(-n2c(-c3ccn[nH]3)n[nH]c2=S)c1,-0.5%,?,2.9%,-16.4%,2.1,0.1%,-2.2%,-11.1%,2.6%,-0.6%,4.1%
Cc1ccc(OCC(=O)NCCCNC(=O)c2cccnc2)cc1,-4.4%,-4.8%,-6.1%,9.2%,0.8,3.4%,3.3%,30.6%,-1.0%,0.2%,1.6%
CC(C)CC(=O)N1CCN(Cc2ccc(Br)cc2)CC1,-3.3%,-9.8%,-0.5%,13.8%,6.4,-5.4%,-78.5%[inhibitor],5.4%,1.7%,0.0%,1.8%
COc1ccc(/C=C/C(=O)N2CCN(c3ccccn3)CC2)cc1,-9.8%,0.4%,4.6%,5.7%,4.7,-3.5%,-5.7%,44.3%,-4.3%,0.5%,-1.6%
O=c1/c(=C/c2ccc([N+](=O)[O-])cc2)sc2n1CCCN=2,-1.9%,15.9%,0.1%,-49.3%,5.1,?,-39.7%[inhibitor],3.55µM*,-12.9%,0.3%,-3.6%
O=C(CCc1ccccc1)Nc1cc(NC(=O)CCc2ccccc2)cc(C(=O)O)c1,-5.9%,5.4%,-1.0%,35.1%,0.5,0.0%,1.7%,0.0%,1.6%,-0.1%,9.2%
CCOC(=O)CN1C(=O)S/C(=C/c2ccc(OC)c([N+](=O)[O-])c2)C1=O,-2.7%,2.1%,3.1%,-26.1%,-1.5,0.2%,-1.7%,-0.9%,1.6%,0.1%,-23.5%
O=S(=O)(c1ccc(F)cc1F)N1CCN(CCO)CC1,-0.3%,nt,nt,10.9%,nt,nt,nt,3.8%,1.4%,nt,2.2%
CC1CCC2(CC1)NC(=O)N(CC(=O)c1cccn1C)C2=O (stereo unspecified),-9.3%,-5.2%,-1.5%,-10.6%,-5.5,-0.1%,-17.0%,1.1%,-2.6%,-0.5%,-1.5%
O=C(CSc1nnc(-c2ccc(Br)cc2)n1CCc1ccccc1)NC1CCS(=O)(=O)C1 (stereo unspecified),-3.1%,5.1%,0.1%,16.6%,-2.4,-2.1%,-4.8%,-6.3%,0.0%,0.4%,1.8%
COc1cc(C(=O)Sc2ccc(C)cc2)cc(OC)c1OC,1.2%,6.6%,1.8%,21.2%,11.0,-3.9%,14.0%,-18.7%,-15.5%,0.0%,-6.1%
O=C(NC(=S)Nc1ccccc1N1CCOCC1)c1ccccc1F,0.1%,-5.0%,-1.3%,23.9%,?,-9.7%,-0.3%,2.6%,13.2%,-0.4%,1.4%
Cc1ccc(C)c(OCCC(=O)OC(C)C(=O)Nc2c(C)n(C)n(-c3ccccc3)c2=O)c1 (stereo unspecified),-1.3%,-15.6%,-0.4%,-4.5%,-1.7,-0.7%,-2.0%,-21.9%,12.9%,0.1%,nt
CCOC(=O)N1CCC(NC(=O)C2CCCN(C(=O)N3CCOc4ccccc43)C2)CC1 (stereo unspecified),-2.0%,-1.5%,1.7%,-0.8%,-0.5,-7.9%,-10.1%,26.4%,1.5%,0.2%,1.6%
CCCC(=O)N1CCN(c2nc3c(OC)ccc(Cl)c3s2)CC1,1.3%,-1.4%,-2.3%,-21.5%,-4.0,-3.9%,-20.2%,0.0%,2.8%,0.3%,-1.1%
Cc1ccc(NC(=O)NNC(=O)c2cc3ccccc3cc2O)cc1,-4.3%,1.9%,-4.7%,-10.0%,5.0,5.6%,-2.7%,-1.2%,-1.3%,0.1%,0.1%
CC1=CC(C)(C)N2C(=O)C3(C(C#N)=C(N)Oc4cc(O)ccc43)c3c(C)c(C)cc1c32 (stereo unspecified),-6.1%,7.6%,3.8%,-10.2%[7.66 µM],-1.7,-12.7%,-4.6%,-54.5%,nt,-0.7%,?

# Records listed so far shown as hits in BRCA1 expr act.
canonical_smiles | TSG101-PTAP inh | Eya2 inh | Integrin act MD | TRPV1 ag | p53 reactivator | BRCA1 expr act | uPA generation | B2AR arrestin | ASM inhibitor
O=c1/c(=C/c2ccc([N+](=O)[O-])cc2)sc2n1CCCN=2 | -1.9% | 15.9% | -49.3% | 5.1 | -39.7%[inhibitor] | 3.55µM* | -12.9% | 0.3% | -3.6%

# Next part.
SMILES,TSG101-PTAP inh,Eya2 inh,USP2a block,Integrin act MD,TRPV1 ag,ELG1 genotoxic,p53 reactivator,BRCA1 expr act,uPA generation,B2AR arrestin,ASM inhibitor
CC1CCN(CC(O)COC2CC(C)CCC2C(C)C)CC1 (stereo unspecified),1.5%,-7.3%,1.3%,-37.3%,2.1,-13.7%,-2.4%,-35.8%,?,0.0%,-0.4%
O=C(COc1ccc(S(=O)(=O)N2CCOCC2)cc1)NCCc1ccccc1,-6.3%,-16.8%,-0.5%,-14.3%,-0.9,-0.3%,-1.2%,13.8%,0.4%,0.1%,0.6%
O=C(c1cccc([N+](=O)[O-])c1)N1CCN(c2ncccn2)CC1,-4.1%,1.5%,0.8%,0.7%,-2.0,-1.5%,-0.4%,-7.7%,7.2%,0.1%,2.7%
Cc1ccc(N(C(=O)c2csnn2)C(C(=O)NCc2ccccc2)c2ccccn2)cc1 (stereo unspecified),-0.6%,0.4%,-4.1%,-12.5%,1.9,-0.1%,-0.8%,-21.2%,1.4%,-0.6%,-2.2%
CCc1ccc(CNC(=O)C2CCC(=O)N2C2CCCCC2)cc1 (stereo unspecified),-0.5%,-5.6%,-1.8%,18.9%,-8.5,-0.1%,-1.3%,-2.9%,nt,-0.6%,-0.6%
CCOC(=O)Cn1cc(/C=N/N2C(=O)C3C4C=CC(C4)C3C2=O)c2ccccc21 (stereo unspecified),-3.9%,1.5%,0.0%,12.7%,0.7,7.6%,-2.0%,-1.0%,-2.3%,-0.1%,3.5%
CCOc1ccc(NC(=O)CCc2nnc3ccc(N4CCC(C)CC4)nn23)cc1,4.0%,10.1%,3.8%,-6.1%,-1.2,-3.4%,-6.8%,-3.6%,-3.4%,-0.3%,-5.1%
Nc1c(Cl)cc(-c2csc(N3CCCC3c3nc4cc(Cl)c(N5CCCCC5)cc4n3CCCO)n2)cc1Cl (stereo unspecified),-6.1%,nt,nt,8.3%,nt,nt,nt,-41.0%,-7.2%,nt,-11.0%
Cc1cccc(C)c1NC(=O)CCCCCC1NC(=O)NC1C (stereo unspecified),-0.6%,5.2%,-5.8%,-4.2%,-0.1,9.5%,-0.2%,-7.8%,-2.6%,0.1%,-1.9%
Cc1ccccc1N1CCN(S(=O)(=O)c2nnc(NC(=O)c3ccco3)s2)CC1,-12.8%,1.4%,0.1%,-33.8%,-6.3,-3.4%,-31.1%[inhibitor],-2.1%,8.3%,-1.3%,-11.6%
O=C(CSc1nc(-c2ccccc2)cs1)NCCN1C(=O)CSC1=O,-2.9%,12.4%,1.9%,20.7%,0.9,9.6%,3.0%,?,0.3%,0.1%,5.0%
COc1ccc([C@H]2CC(=O)C=C(c3ccc(C(=O)O)cc3)C2)cc1OC,1.1%,3.2%,1.9%,?,0.4,-1.0%,-0.7%,0.0%,-0.2%,0.1%,11.9%
COc1cc(Cl)c(C)cc1NC(=O)CSC1=NCCS1,-3.6%,4.2%,-1.3%,-8.0%,nt,-2.8%,0.7%,-13.7%,-27.6%,0.3%,-2.6%
CN(C)C(=O)c1nc2ccc(Cl)cn2c1CNCc1cccc(OC(F)(F)F)c1,-4.3%,-21.5%,8.7%,-12.2%,16.3,-3.9%,-3.2%,-19.9%,-0.2%,-0.4%,-1.2%
O=C(O)/C=C/C(=O)Nc1ccc(C(=O)c2ccccc2)cc1,-1.3%,0.7%,0.1%,-8.1%,?,-2.2%,-1.1%,2.8%,-4.5%,0.3%,2.0%
Cc1cc(=O)[nH]c(SCc2ccccc2)n1,-1.4%,-4.7%,0.6%,4.5%,8.9,4.5%,-9.4%,-7.1%,-3.1%,0.1%,1.4%
